Screening data (PubChem BioAssay)
pPAFAH inh = inhibitors of human plasma PAF acetylhydrolase (pPAFAH); inhibition, % at 3.39 µM; recombinant pPAFAH, FP-rhodamine probe fluorescence polarization; AID 463082; hit rate 1.5% among 330,000;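 active = inhibition above the mean inhibition across the screen plus 3 SD, cut at about 25% in these data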;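 also: inhibitors block binding of the rhodamine activity-based probe so polarization drops; 0% = enzyme with DMSO and 100% = wells lacking pPAFAH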
MEX-5 binding = C. elegans MEX-5 TCR-2 RNA binding activity; Q9XUB2; MEX-5/FITC-TCR2 RNA binding, fluorescence polarization; active compounds read low; activity score (negative = inhibition of binding), % at 10 µM; hit rate 0.38% among 300,000; AID 1832;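 active = inhibition past about -25% in most replicates, and total fluorescence under double the plate's negative control median, limit read from the data; inconclusive = replicates evenly split on the limit, or fluorescence at least double controls; inactive = too little inhibition in most replicates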;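 also: 0% = DMSO and -100% = 5 µM competing unlabeled TCR2 RNA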
GLD-1 TGE inh = GLD-1-TGE RNA interaction inhibition (C. elegans). Q17339. purified GLD-1 + fluorescein TGE RNA, fluorescence polarization. inhibition, % at 5.96 µM. hit rate 0.44% among 320,000. AID 2280;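 active = percent inhibition above a per-plate cutoff, the plate mean of test compounds plus 3 SD, cut at about 30% in these data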;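 also: 0% = DMSO wells with GLD-1 and probe and 100% = wells lacking GLD-1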
Target sequence (Q17339 whole entry, looked up): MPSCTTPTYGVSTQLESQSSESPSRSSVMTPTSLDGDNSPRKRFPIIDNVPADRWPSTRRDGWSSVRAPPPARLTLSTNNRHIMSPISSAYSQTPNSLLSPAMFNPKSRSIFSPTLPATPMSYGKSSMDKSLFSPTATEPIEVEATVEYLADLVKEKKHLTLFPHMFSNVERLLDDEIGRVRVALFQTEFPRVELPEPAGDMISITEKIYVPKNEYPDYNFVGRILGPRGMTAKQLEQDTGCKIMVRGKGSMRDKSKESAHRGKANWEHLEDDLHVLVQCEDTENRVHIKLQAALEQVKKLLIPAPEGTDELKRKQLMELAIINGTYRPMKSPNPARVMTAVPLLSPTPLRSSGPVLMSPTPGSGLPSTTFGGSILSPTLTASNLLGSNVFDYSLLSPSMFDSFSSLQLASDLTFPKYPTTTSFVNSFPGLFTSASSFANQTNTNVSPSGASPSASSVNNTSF
BCLXL inh = inhibitors of human Bcl-xL. Q07817. GST-Bcl-xL / FITC-Bim BH3 peptide fluorescence polarization. inhibition, % at 10.9 µM. hit rate 0.7% among 320,000. AID 2129;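 active = inhibition above the mean of all tested compounds plus 3 SD, cutoff set per campaign, cut at about 30% in these data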;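 also: 0% = DMSO wells and 100% = unlabeled Bim-BH3 peptide competitor; inhibitors lower millipolarization by displacing the labeled peptide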
PAFAH1B2 inh = inhibitors of human PAFAH1B2; P68402; hit rate 1.2% among 340,000; inhibition, % at 3.39 µM; recombinant PAFAH1B2, FP-rhodamine activity probe, fluorescence polarization; AID 492953;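 active = inhibition above the mean of all tested compounds plus 3 SD, cut at about 24% in these data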;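 also: 0% = enzyme with DMSO and 100% = wells lacking PAFAH1B2; many of its hits are not listed in these tables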
AHR activator = activates the human aryl hydrocarbon receptor | P35869 | hit rate 2.5% among 320,000 | activation, % at 5 µM | AID 2796 | AHR-responsive luciferase reporter cells, luminescence; in the data active = activation above about 47%;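 also: 0% = vehicle wells and 100% = reference agonist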
PME-1 primary = PME-1 (human) inhibition; recombinant PME-1, FP-Rh probe fluorescence polarization; inhibition, % at 5.9 µM; hit rate 0.53% among 320,000;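 active = inhibition above the campaign mean of all compounds plus 3 SD, cut at about 26% in these data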;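 also: competitive labeling of PME-1 active site by serine hydrolase directed probe; 0% = PME-1 with DMSO and 100% = wells lacking PME-1 enzyme; inhibitors block probe labeling so polarization falls and inhibition rises; many of its hits are not listed in these tables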
Target sequence (Q9Y570 whole entry, looked up): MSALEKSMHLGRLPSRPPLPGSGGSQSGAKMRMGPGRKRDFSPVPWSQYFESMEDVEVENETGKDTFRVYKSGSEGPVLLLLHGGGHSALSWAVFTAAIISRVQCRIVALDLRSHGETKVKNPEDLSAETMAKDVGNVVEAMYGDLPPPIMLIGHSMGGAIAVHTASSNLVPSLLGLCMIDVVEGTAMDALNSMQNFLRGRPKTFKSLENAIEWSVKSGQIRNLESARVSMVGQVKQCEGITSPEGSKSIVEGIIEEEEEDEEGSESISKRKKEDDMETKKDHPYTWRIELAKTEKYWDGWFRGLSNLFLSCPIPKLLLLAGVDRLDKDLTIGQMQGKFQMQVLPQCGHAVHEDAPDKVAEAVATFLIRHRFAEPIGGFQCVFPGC
MCL1 BIM primary = disrupts human MCL1 binding to BIM-BH3 peptide. Q07820. GST-MCL1 / FITC-Bim-BH3 fluorescence polarization. inhibition, % at 10.9 µM. hit rate 0.68% among 320,000. AID 2057;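 active = inhibition above the mean inhibition of all tested compounds plus 3 SD, set per campaign, cut at about 40% in these data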;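 also: 0% = DMSO wells and 100% = unlabeled Bim-BH3 peptide control; higher means more loss of mP so more displacement of Bim peptide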
Fam108B counter = counter-screen for RBBP9 inhibitors: inhibitors of mouse Fam108B; inhibition, % at 9.51 µM; recombinant Fam108B, FP-Rh probe fluorescence polarization; hit rate 0.33% among 300,000; AID 1947;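 active = inhibition above the screen mean inhibition plus 3 SD, computed separately per campaign, cut at about 18% in these data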;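 also: inhibitors lower polarization as less probe binds the enzyme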
* hit, by the source's call; ? = inconclusive; / = not tested or not shown. Only part of the results is shown; rates above refer to the full screens.

#1 O=C(O)C/C(=C\c1cc(Cl)c2c(c1)OCO2)c1nc2ccccc2s1
#2 C[C@@H]1O[C@@H](OC[C@H]2O[C@@H](Oc3c(-c4ccc(O)c(O)c4)oc4cc(O)cc(O)c4c3=O)[C@H](O)[C@@H](O)[C@@H]2O)[C@H](O)[C@H](O)[C@H]1O
#3 C[C@@H](CSc1ccccc1)CN1CC[C@H](C(C)(C)C)CCC1=O
#4 COc1cccc(-c2ccc(NC(=O)C3CCCN(Cc4cnn(C)c4C)C3)cc2)c1 (stereo unspecified)
#5 Cc1ccc(C(=O)Nc2ccccc2C(=O)NC(C(=O)O)C(C)C)cc1 (stereo unspecified)
#6 COc1ccc(-c2cn(Cc3ccc(C(N)=O)cc3)c(-c3ccc(Cl)nc3)n2)cc1
#7 COC(=O)CNC(=O)CN1C(=O)NC2(CCCc3ccccc32)C1=O (stereo unspecified)
#8 Cc1ccc(N=Cc2cc(Br)cc(Cl)c2O)cc1
screen / no.,1,2,3,4,5,6,7,8
pPAFAH inh,14,5,1,4,-2,3,7,3
MEX-5 binding,-1.3,48,0.6,-0.5,-2.0,/,1.5,?
GLD-1 TGE inh,13,0,9,13,6,-12,2,2
BCLXL inh,11,8,6,8,3,0,0,5
PAFAH1B2 inh,6,4,11,1,3,-1,7,2
AHR activator,3,-1,-1,1,8,6,0,3
PME-1 primary,-6,-9,-1,-8,0,-2,-2,5
MCL1 BIM primary,23,22,6,3,8,-7,-3,11
Fam108B counter,-2,-6,5,2,-1,-2,1,3

#9 O=C(c1c(F)cccc1F)N1CCN(c2ncccn2)CC1
#10 CCOC(=O)CN1C(=O)S/C(=C/C=C/c2ccc(N(C)C)cc2)C1=O
#11 Cc1cccc(CN2CCN(C(=O)CCl)CC2)c1
#12 N#Cc1c(-c2ccc(F)cc2)nc(-c2ccccc2)[nH]c1=O
#13 O=C(Nc1ccc2c(c1)OCCO2)c1ccco1
#14 O=C(NCc1ccc2c(c1)OCO2)c1ccc(N2CCCCCC2)c([N+](=O)[O-])c1
#15 CCN(CC)C(=O)Cn1c(=O)n(CCCC(=O)NCc2ccc3c(c2)OCO3)c(=O)c2sccc21
#16 COc1ccc(/C=N/Nc2nn3cnnc3c3ccccc23)cc1
screen / no.,9,10,11,12,13,14,15,16
pPAFAH inh,1,-34,3,7,-2,8,2,9
MEX-5 binding,1.0,3.2,-1.2,-0.2,2.4,0.7,0.8,-1.4
GLD-1 TGE inh,6,-27,-8,1,-2,0,-1,7
BCLXL inh,8,-25,0,2,-1,6,5,9
PAFAH1B2 inh,3,-37,-2,1,0,5,4,2
AHR activator,0,4,-3,2,2,9,-2,12
PME-1 primary,5,-57,7,-8,0,7,2,-67
MCL1 BIM primary,9,-80,-3,0,-5,1,1,6
Fam108B counter,1,-66,3,2,-3,4,0,-1

Random excerpt: 6 records from the list
#9 O=C(c1c(F)cccc1F)N1CCN(c2ncccn2)CC1
#16 COc1ccc(/C=N/Nc2nn3cnnc3c3ccccc23)cc1
#15 CCN(CC)C(=O)Cn1c(=O)n(CCCC(=O)NCc2ccc3c(c2)OCO3)c(=O)c2sccc21
#10 CCOC(=O)CN1C(=O)S/C(=C/C=C/c2ccc(N(C)C)cc2)C1=O
#12 N#Cc1c(-c2ccc(F)cc2)nc(-c2ccccc2)[nH]c1=O
#14 O=C(NCc1ccc2c(c1)OCO2)c1ccc(N2CCCCCC2)c([N+](=O)[O-])c1
screen / no.,9,16,15,10,12,14
pPAFAH inh,1,9,2,-34,7,8
MEX-5 binding,1.0,-1.4,0.8,3.2,-0.2,0.7
GLD-1 TGE inh,6,7,-1,-27,1,0
BCLXL inh,8,9,5,-25,2,6
PAFAH1B2 inh,3,2,4,-37,1,5
AHR activator,0,12,-2,4,2,9
PME-1 primary,5,-67,2,-57,-8,7
MCL1 BIM primary,9,6,1,-80,0,1
Fam108B counter,1,-1,0,-66,2,4

(more compounds)
#17 O=C(NCC1([N+](=O)[O-])CN(C(=O)c2ccccc2)CN(C(=O)c2ccccc2)C1)c1ccccc1
#18 O=C1Nc2ccc(Br)cc2C1(O)Cc1ccccn1 (stereo unspecified)
#19 COc1ccccc1OCCCCNCCO
#20 CCn1c(/C=C/N(C(C)=O)c2ccccc2)[n+](CCCS(=O)(=O)[O-])c2cc(Cl)c(Cl)cc21
#21 CCCCN(C)C(=O)CCC(=O)Nc1ccc2nc(N3CCN(C)CC3)cc(C)c2c1
#22 COc1ccc(N(CC(=O)NCc2ccccc2)S(=O)(=O)c2c(C)n[nH]c2C)cc1
#23 Cc1ccc(C2CCN(C(=S)Nc3cccc(C)c3)C2)cc1 (stereo unspecified)
#24 COc1ccccc1OCCSc1nc2ccccc2n1CC(O)CO (stereo unspecified)
screen / no.,17,18,19,20,21,22,23,24
pPAFAH inh,0,13,-1,1,2,-4,5,8
MEX-5 binding,-1.3,1.0,-0.3,0.4,-2.0,0.8,2.0,0.8
GLD-1 TGE inh,-5,10,2,-3,0,9,2,11
BCLXL inh,-6,4,-7,2,2,1,-3,7
PAFAH1B2 inh,-4,4,2,7,4,5,2,4
AHR activator,-1,9,0,3,6,0,3,39
PME-1 primary,7,0,-1,2,-6,1,-6,2
MCL1 BIM primary,-2,5,-19,8,3,-3,3,4
Fam108B counter,-4,-2,-11,3,1,-1,7,-3

#25 COCC(C)n1c(C)cc(C(=O)COC(=O)c2c(NC(C)=O)sc(C)c2C)c1C (stereo unspecified)
#26 Cc1cc(NC(=O)CN2C(=O)NC3(CCCCC3C)C2=O)no1 (stereo unspecified)
#27 CCCCNc1c([N+](=O)[O-])c(=O)n(C)c2ccccc12
#28 O=C1CCCN1c1ccc(S(=O)(=O)N2CCN(c3ccccc3)CC2)cc1
#29 Cc1ccc(NC(=O)c2nnn(-c3ccc4c(c3)OCCO4)c2N)cc1
#30 CC(=O)c1sc(NC(=O)COc2ccc(Br)cc2)nc1C
#31 Cc1cccc(NC(=O)CSc2nnc(NC(=O)C3CCC3)s2)c1
#32 COc1ccccc1Nc1nc(N)nc(CSc2nc(C)cc(C)n2)n1
screen / no.,25,26,27,28,29,30,31,32
pPAFAH inh,4,5,1,3,7,2,-1,2
MEX-5 binding,0.9,0.8,0.1,-0.8,0.3,-8.0,0.1,0.1
GLD-1 TGE inh,-3,5,1,-3,1,-3,4,3
BCLXL inh,12,1,9,6,2,-6,4,9
PAFAH1B2 inh,-1,7,7,5,2,6,3,0
AHR activator,1,-1,14,1,0,-1,10,47
PME-1 primary,-3,1,-4,2,4,-6,1,6
MCL1 BIM primary,6,0,-2,-3,-4,7,5,1
Fam108B counter,1,5,-2,-2,1,1,-2,0

#33 CCN(C(=O)CSc1nnnn1C)C1CCCCC1
#34 O=C(O)[C@H](Cc1ccccc1)N1C(=O)c2ccncc2C1=O
#35 Cc1csc(NC(=O)c2ccccc2C(=O)O)n1
#36 COc1cc(C(=S)N2CCOCC2)ccc1OS(=O)(=O)c1ccc(Cl)cc1
#37 O=C(Nc1cnccc1C(F)(F)F)NC1CCCCC1
#38 Nc1[nH]n(-c2ccccc2)c(=O)c1N=Nc1ccc2c(c1)OCCO2
#39 COc1ccnc(Oc2cc(Cl)cc(Cl)c2)c1C#N
#40 COCCn1c(SCC(=O)c2ccc(F)cc2)nnc1C(C)C
screen / no.,33,34,35,36,37,38,39,40
pPAFAH inh,0,-4,1,4,-3,17,9,-6
MEX-5 binding,/,-2.8,-1.7,0.2,-1.8,2.2,-1.5,1.1
GLD-1 TGE inh,2,0,1,11,2,6,-3,3
BCLXL inh,/,7,7,9,-1,2,7,-4
PAFAH1B2 inh,2,3,1,16,2,3,/,1
AHR activator,1,3,-1,-1,13,24,1,1
PME-1 primary,/,-1,1,5,-1,43*,-4,-5
MCL1 BIM primary,/,9,1,5,1,0,2,-7
Fam108B counter,/,3,-1,2,3,11,3,-3

#41 O=C(Cn1c(=O)c(=O)n(Cc2ccccc2)c2ccc(Cl)cc21)Nc1cccc(F)c1
#42 O=C(NCc1cccc(C(F)(F)F)c1)C1CC(c2c(Cl)cccc2Cl)=NO1 (stereo unspecified)
#43 CCOC(=O)CSc1ccc(S(=O)(=O)N(CC)CC)cc1[N+](=O)[O-]
#44 COc1ccc(NC(=S)N2CCC(Cc3ccccc3)CC2)cc1OC
#45 Cc1cc(F)ccc1S(=O)(=O)Nc1ccc(C(=O)N(C)Cc2ccco2)cc1
#46 COc1ccccc1Nc1ccc(NS(=O)(=O)c2ccc(C(C)=O)cc2)cc1
#47 c1ccc(CCNc2ncnc3nc[nH]c23)cc1
#48 CCOC(=O)c1ccc(S(=O)(=O)N2CCC(C(=O)O)CC2)cc1
screen / no.,41,42,43,44,45,46,47,48
pPAFAH inh,0,2,-2,7,6,34*,6,2
MEX-5 binding,-5.5,-0.1,2.1,-4.1,/,-0.5,1.9,-0.9
GLD-1 TGE inh,1,6,5,-2,2,4,11,5
BCLXL inh,5,3,-2,1,0,6,5,0
PAFAH1B2 inh,0,8,2,8,10,1,-1,-6
AHR activator,6,3,2,2,-1,6,16,0
PME-1 primary,-4,4,8,-2,3,6,0,6
MCL1 BIM primary,2,-1,3,6,4,0,6,5
Fam108B counter,-10,1,4,4,/,3,2,-6
